Bioassay records from PubChem BioAssay.
14-3-3g Raf: alters human 14-3-3 gamma binding to Raf peptide. FP, 14-3-3gamma / TMR-pS259-Raf peptide binding. inhibition, % at 40 µM. 160,000 tested, 0.19% active; in the data active = inhibition above about 30%;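 note: 0% = protein plus tracer without compound and 100% = blank with tracer alone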
Target sequence (P61981 whole entry, looked up): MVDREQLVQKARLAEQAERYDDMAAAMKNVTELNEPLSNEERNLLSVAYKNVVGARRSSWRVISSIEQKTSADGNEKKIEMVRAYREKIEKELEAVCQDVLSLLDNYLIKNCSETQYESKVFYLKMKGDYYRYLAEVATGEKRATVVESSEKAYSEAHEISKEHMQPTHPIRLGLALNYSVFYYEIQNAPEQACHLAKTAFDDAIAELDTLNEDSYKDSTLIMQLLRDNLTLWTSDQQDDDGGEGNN
* hit, by the source's call; & = joins results of further samples.

SMILES | 14-3-3g Raf
CCOC(=O)CNC(=O)C(Cc1ccccc1)NS(=O)(=O)c1ccc2c(c1)CCC(=O)N2 (stereo not drawn) | -0.2
C=CCNC(=O)c1ccc2c(c1)N(Cc1ccc(Cl)cc1)C(=O)c1ccccc1S2 | 0.2
COc1cc(OC)cc(C(=O)N2CCN(C(=O)c3ccccc3F)CC2)c1 | -1.0
COCCNC(=O)C1c2ccccc2C(=O)N(CCOC)C1c1ccc(F)cc1 (stereo not drawn) | -5.6
CCCOc1cc(C)c2c(=O)c(Oc3ccccc3)c(C)oc2c1 | -2.8
COc1ccc(CNC(=O)Cc2nn(C)c(=O)c3ccccc23)cc1 | 5.4
CCCN(CCC)Cc1c(O)ccc2c(=O)c(Oc3ccc(C)cc3)c(C(F)(F)F)oc12 | 6.9
COc1cc(OC)cc(C(=O)N2c3ccc(F)cc3CCC2C)c1 (stereo not drawn) | -8.3&-3.0
COc1ccc(NS(=O)(=O)c2cccs2)cc1 | -107.7
O=c1cc(CSc2ccccn2)nc(N2CCN(c3ccccc3)CC2)[nH]1 | -6.1
COc1ccc(C(=O)COC(=O)c2ccc3c(c2)C(=O)N(c2cccc(Cl)c2)C3=O)cc1[N+](=O)[O-] | 5.5
CC(C(=O)N(C)C1CCCCC1)N1C(=O)c2ccccc2C1=O (stereo not drawn) | -5.1
Cc1ccc(/C(O)=C2\C(=O)C(=O)N(CCCC(=O)O)C2c2ccccc2Cl)cc1 (stereo not drawn) | -2.0
O=S1(=O)N=C(Nc2ccc(Br)cc2)c2ccccc21 | -0.7
CCNc1nc2c(c(=O)n(C)c(=O)n2C)n1Cc1cccc(C)c1 | -7.4

In the list so far, two contain four or more nitrogen atoms:
SMILES | 14-3-3g Raf
O=c1cc(CSc2ccccn2)nc(N2CCN(c3ccccc3)CC2)[nH]1 | -6.1
CCNc1nc2c(c(=O)n(C)c(=O)n2C)n1Cc1cccc(C)c1 | -7.4

The listing continues.
SMILES | 14-3-3g Raf
Cc1sc(NC(=O)c2cccc(Br)c2)c(C#N)c1C | -207.9
COc1ccc(CN2C(=O)c3cccnc3C2Nc2ccc(OC)c(Cl)c2)cc1 (stereo not drawn) | -8.7
COc1cc(Br)c(CC(=O)O)cc1OC | -4.8
Cc1cc(N)n2nc(-c3ccc(Cl)cc3)cc2n1 | -24.9
COC(=O)C1=C(C)N(C)C(=O)NC1c1ccc(C)cc1 (stereo not drawn) | -3.5
CC(=O)OC1c2cc(C)ccc2NC(c2ccc(C)cc2)C1(C)C (stereo not drawn) | 1.2
Cc1cccc(Nc2ccc3noc4c3c2C(=O)c2ccccc2-4)c1 | -126.0
Cc1cccc(N2CC(C(=O)Nc3ccc([N+](=O)[O-])cc3Br)CC2=O)c1 (stereo not drawn) | -6.1
CC(=O)NS(=O)(=O)c1ccc(NC(=O)C2CCCCC2)cc1 | 0.6
COc1cc(CNC(=O)CCCCCCC(C)C)ccc1O | -2.4
O=C(CCSc1nnc2scc(-c3ccccc3)n12)NCc1ccc2c(c1)OCO2 | -4.9
CSc1nnc2c(n1)OC(c1ccc(OCC(=O)O)cc1)Nc1ccccc1-2 (stereo not drawn) | -3.3
Cc1oc(-c2ccc(Cl)cc2)nc1CN1CCC(C(=O)NCc2ccco2)CC1 | -12.7
CCC(=O)Nc1ccc(C(=O)Nc2ccc3c(c2)OCO3)cc1 | 0.2
COc1ccccc1NC(=O)Cn1cnc2sc(C(=O)NCc3cccnc3)c(C)c2c1=O | -7.5
Cc1cccc(C)c1Nc1c(-c2cccs2)nc2cccc(C)n12 | 7.9
COC(=O)[C@H](Cc1ccccc1)NC(=O)N1CCN(Cc2ccccc2)CC1 | -8.4
COc1ccc(N2C3=C(C(=O)CC(C)(C)C3)C(c3cc(OC)c(OC)c(OC)c3)C3=C2CC(C)(C)CC3=O)cc1 | -3.3
COc1ccc(C2C(C(C)=O)=C(O)C(=O)N2c2nccs2)cc1OC (stereo not drawn) | -6.6
COc1ccc(NC(=O)c2cc(S(=O)(=O)N3CCCC3)ccc2F)cc1 | -13.0
Cc1ccc(-c2nc3ccccc3c(=O)n2CC(=O)Nc2ccc(C)c(F)c2)cc1 | 2.5
COc1ccc(OC)c(NC(=O)c2n[nH]c(=O)c3ccccc23)c1 | -9.5
O=C(COc1ccccc1Cl)Nc1ccc(Cl)cn1 | -3.0
O=[N+]([O-])c1ccc(Cl)c(-c2nc(-c3ccncc3)no2)c1 | 3.1
OCCN1CCN(c2nc3ccccc3nc2C(F)(F)F)CC1 | -6.7
COc1ccccc1NC(=O)C1CC(=O)N(C)C(=Nc2cccc(F)c2)S1 (stereo not drawn) | 0.1
NC(=O)C1(N2CCCCC2)CCN(C(=O)CSc2nc3ccccc3o2)CC1 | -0.1
Cc1ccc2nc(Nc3nc4c(c(=O)[nH]3)CCCC4)nc(C)c2c1 | -3.6
COCCCNC(=O)C1CCCN(c2nc3ccccc3o2)C1 (stereo not drawn) | -6.1
Cc1cccc(N2CCN(C(=O)CC(C)(C)CC3=NS(=O)(=O)c4ccccc4N3)CC2C)c1 (stereo not drawn) | -8.4

Filtered by structure: the entries above containing sulfur.
SMILES | 14-3-3g Raf
CCOC(=O)CNC(=O)C(Cc1ccccc1)NS(=O)(=O)c1ccc2c(c1)CCC(=O)N2 (stereo not drawn) | -0.2
C=CCNC(=O)c1ccc2c(c1)N(Cc1ccc(Cl)cc1)C(=O)c1ccccc1S2 | 0.2
COc1ccc(NS(=O)(=O)c2cccs2)cc1 | -107.7
O=c1cc(CSc2ccccn2)nc(N2CCN(c3ccccc3)CC2)[nH]1 | -6.1
O=S1(=O)N=C(Nc2ccc(Br)cc2)c2ccccc21 | -0.7
Cc1sc(NC(=O)c2cccc(Br)c2)c(C#N)c1C | -207.9
CC(=O)NS(=O)(=O)c1ccc(NC(=O)C2CCCCC2)cc1 | 0.6
O=C(CCSc1nnc2scc(-c3ccccc3)n12)NCc1ccc2c(c1)OCO2 | -4.9
CSc1nnc2c(n1)OC(c1ccc(OCC(=O)O)cc1)Nc1ccccc1-2 (stereo not drawn) | -3.3
COc1ccccc1NC(=O)Cn1cnc2sc(C(=O)NCc3cccnc3)c(C)c2c1=O | -7.5
Cc1cccc(C)c1Nc1c(-c2cccs2)nc2cccc(C)n12 | 7.9
COc1ccc(C2C(C(C)=O)=C(O)C(=O)N2c2nccs2)cc1OC (stereo not drawn) | -6.6
COc1ccc(NC(=O)c2cc(S(=O)(=O)N3CCCC3)ccc2F)cc1 | -13.0
COc1ccccc1NC(=O)C1CC(=O)N(C)C(=Nc2cccc(F)c2)S1 (stereo not drawn) | 0.1
NC(=O)C1(N2CCCCC2)CCN(C(=O)CSc2nc3ccccc3o2)CC1 | -0.1
Cc1cccc(N2CCN(C(=O)CC(C)(C)CC3=NS(=O)(=O)c4ccccc4N3)CC2C)c1 (stereo not drawn) | -8.4

(listing goes on)
SMILES | 14-3-3g Raf
Cc1ccccc1OCC(O)Cn1c(=N)n(CCN2CCOCC2)c2ccccc21 (stereo not drawn) | -1.5
CCOC(=O)c1cnc2c(C)cc(Cl)cc2c1Nc1ccc(C(=O)OC)cc1 | -0.8
CCOc1ccc(-n2nc3cc(C)c(N)cc3n2)cc1 | -8.1
CC1=CC(C)(C)N(S(=O)(=O)c2ccc(C)cc2)c2cc(C)c(C)cc21 | -6.8
COc1ccccc1C(=O)Nc1ccccc1SC | -6.4
COC(=O)c1sc2ccccc2c1NC(=O)c1ccc(S(=O)(=O)N2CCC(C)CC2)cc1 | -4.0
Cc1ccc(NC(=O)c2cc3c(=O)n(C)c4cc(Cl)ccc4c3s2)cc1F | 0.2
CCOC(=O)N1CCC(Nc2nc3ccccc3n3nnnc23)CC1 | 4.9
COc1cccc2cc(CC(=O)c3ccc(C)cc3C)c(=O)oc12 | 6.6
CC(C)NC(=O)C1CC(=O)N(C(C)c2ccccc2)C1 (stereo not drawn) | -2.6
CCOC(=O)c1c(NC(=O)COc2ccccc2Br)sc(C(C)=O)c1C | -40.6
O=c1oc2cc(Cl)c(O)c([N+](=O)[O-])c2s1 | -11.2&-8.1
COc1cc(NC(=O)c2ccc(Cl)c([N+](=O)[O-])c2)c(Cl)cc1C(=O)O | 3.8
CC1CCN(c2ncnc3nc[nH]c23)CC1 | -9.2
CC(C)NC(=O)c1cc2nc(-c3ccc(Cl)cc3)cc(C(F)(F)F)n2n1 | 2.1
Oc1ccccc1-c1nc(NC2CCCC2)c2ccccc2n1 | -6.9
COc1cc2c(cc1OC)C1C(C(=O)N3CCN(c4ccc([N+](=O)[O-])cc4)CC3)c3ccccc3C(=O)N1CC2 (stereo not drawn) | -5.9
CC1(C)CC(=O)c2c(Cc3ccccc3)n[nH]c2C1 | -3.5
COc1ccc(C2CC(=O)C3=C(C2)NC(C)=C(C(=O)Nc2ccccc2C)C3c2ccsc2)cc1OC (stereo not drawn) | -10.2
COc1ccc(/C(O)=C2/C(=O)C(=O)N(CCN3CCOCC3)C2c2ccccn2)cc1 (stereo not drawn) | -0.6
O=C(CC12CC3CC(CC(C3)C1)C2)OCCNC(=O)c1cccnc1 | -11.8
CC(C)(C)c1ccc(Oc2coc3cc(O)ccc3c2=O)cc1 | -11.5
O=C(Cc1cccs1)NCCn1ccc2ccccc21 | 5.0
CCOc1ccc2nc(SCC(=O)Nc3ccccc3C(=O)O)sc2c1 | -6.4
O=C(CSc1nc2cc(Cl)ccc2s1)NCC12CC3CC(CC(C3)C1)C2 | -4.1
COCCn1c(SCC(=O)c2ccc3c(c2)OCCO3)nnc1-c1ccoc1C | -4.4
O=C(NCc1cccs1)C1CCN(S(=O)(=O)c2cccc3nsnc23)CC1 | -6.2&11.6
Cn1c(=O)c2c(ncn2CC(=O)Nc2ccc(Cl)cc2Cl)n(C)c1=O | 7.2
CCOC(=O)c1nc(C)[nH]c1C(=O)OCC | -2.3&-2.9
COc1ccccc1N1CCN(c2cc(N3CCN(S(=O)(=O)c4ccc(Cl)cc4)CC3)ccc2[N+](=O)[O-])CC1 | -1.8
O=C(Nc1ccc(-n2cnnn2)cc1)C1CCCN1C(=O)NC1CCCCC1 (stereo not drawn) | -6.7
Cc1[nH]c2ccc(Cl)cc2c(=O)c1CN1CCN(C)CC1 | -2.4
COCCOC(=O)C1=C(C)NC2=C(C(=O)CC(C)(C)C2)C1c1ccc2c(c1)OCO2 (stereo not drawn) | 0.6
Cc1ccc2nc(Nc3ncc4c(n3)CC(C)(C)CC4=O)nc(C)c2c1 | -96.8
CCOC(=O)c1cc2c(=O)[nH]ccc2nc1C | -2.6&-1.7
CCOC(=O)CSc1nc2c(c(=O)n(C)c(=O)n2C)n1CCCc1ccccc1 | -4.3
COc1nc2c(C)cccc2cc1-c1noc(-c2ccncc2)n1 | -9.9
O=C1c2ccccc2C(=O)c2cc(S(=O)(=O)NCc3ccco3)ccc21 | 3.2
CC(=O)C12c3ccccc3C(c3ccccc31)C1C(=O)N(c3cccc(Cl)c3)C(=O)C12 (stereo not drawn) | -30.0
CCCCCNC(=O)Cc1ccc(OC)cc1 | -6.1
O=C(CN1C(=O)COc2ccc(Cl)cc21)N1CCc2ccccc2C1 | -6.1
COc1ccc(C(=O)Nc2ccc(S(=O)(=O)NC(C)=O)cc2)cc1 | -3.5
Cc1ccc(NC(=O)CSc2nc3nc(C)cc(C)n3n2)c(C)c1 | 2.6
Cc1ccc(C(=O)Nc2sc3c(c2C(=O)N2CCCCCC2)CCC3)cc1 | -6.8
Cc1cccc(OCC(O)Cn2c(NCCCOC(C)C)nc3c2c(=O)[nH]c(=O)n3C)c1 (stereo not drawn) | 0.9
Cc1ccc(N(CC(=O)NC2CC3CCC2C3)S(=O)(=O)c2ccc(F)cc2)cc1 (stereo not drawn) | -0.9
Cc1ccc(N2C(=O)N(C(=O)c3cccs3)C3CC2(C)Oc2ccc(Cl)cc23)cc1 (stereo not drawn) | -8.6
COc1ccc(N2C(=O)C(N3C(=O)c4ccc([N+](=O)[O-])cc4C3=O)C2c2cc(OC)ccc2OC)cc1 (stereo not drawn) | 7.8
Cc1nn2c3ccccc3n(CC(=O)c3cccs3)c2nc1=O | -0.7
CCSc1nnc(N2C(=O)c3ccc(Oc4ccc([N+](=O)[O-])cc4)cc3C2=O)s1 | -7.8
COc1cc(CN2CCN(c3cccc(Cl)c3)CC2)cc(OC)c1OC | -1.7
CCc1ccc(NC(=O)c2ccc(F)c(S(=O)(=O)N3CCCC3)c2)cc1 | 3.9
CC1CC(C)CN(CC(=O)N2CCCc3c2c(=O)oc2ccc(OCc4ccccc4)cc32)C1 (stereo not drawn) | -3.2
O=c1c2ccccc2nnn1CSc1ccc2c(c1)OCCO2 | 1.4
Cc1nc(SCc2cccc(F)c2)[nH]c(=O)c1C#N | -11.4&-2.7
Cc1ccc(N=Cc2cc(-c3ccccc3)sc2O)c(C)c1 | -2.6
CCCCN(CC)C(=O)c1sc2ncn(CC(=O)N3CCOCC3)c(=O)c2c1C | 3.9
CCc1ccccc1NC(=O)c1cc2c(CO)cnc(C)c2oc1=Nc1ccc(Oc2ccccc2)cc1 | 3.8
O=C(CN1C(=O)c2ccc([N+](=O)[O-])cc2C1=O)Nc1ccccc1[N+](=O)[O-] | 3.1
Cc1ccc(S(=O)(=O)NCCOC(=O)Nc2sc(=S)n(C)c2C)cc1 | 0.3

These rows are one share of the data. The share of hits here may be higher or lower than overall.
